# High-throughput results from PubChem BioAssay.
# Large T inhibition – SV40 large T antigen inhibitors, biochemical (AID 1903). 0.39% of 310,000 active. one-dose inhibition, % at 20 µM; IC50 in µM for titrated hits. SV40 large T antigen ATPase/helicase inhibition assay; higher % means a stronger effect; in the data active means a potency from the dose series; inconclusive means inhibition mostly from about 32% at the one dose, without a potency; inactive means the rest, 99 in 100 with inhibition below about 32%; further: strong numbers were not always called active
# Myeloid diff 2 – induction of myeloid progenitor differentiation, primary screen, cell-based, flow cytometry, MLPCN library; ER-HoxA9 myeloid progenitors, lysozyme-GFP differentiation; calls only at 10 µM; 1% of 360,000 active; AID 624256, 2012;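 active means normalized GFP-positive differentiation at or above the plate's own cutoff, the solvent-only control mean plus 3 SD; inconclusive means no clear call, values can overlap the other calls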;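 further: cells exposed to compound for four days before flow analysis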
# T cell modulator – modulators of CD8 T cell-vesicle binding, primary screen, mouse 2C CD8+ T cells, flow cytometry; 2C CD8+ T cell-vesicle binding; active compounds read low; calls only at 7 µM; 0.068% of 330,000 active; AID 2052, 2009;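 active means response, share of CD8 T cells binding vesicles, and their 90th percentile fluorescence all below set limits, cut at about 80% in these data, passing the limit was not always enough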
#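 Assay system: 2C TCR transgenic mouse naive CD8+ T cells, MACS-purified | Read-out: CD8+ gate FL2 mean fluorescence as % of same-row positive control | Signal: High-throughput flow cytometry with anti-B7-1 and anti-CD8 staining | Timing: Binding step 1.5 h, 37 °C, antibody labelling 20 min, ice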
# West Nile virus CPE – West Nile virus antiviral activity, cell-based, CPE readout (AID 1621). West Nile virus-infected cells, CPE inhibition; higher % means a stronger effect. one-dose CPE inhibition, % at 10 µM; IC50 in µM for titrated hits. 0.02% of 290,000 active; in the data active means a potency from the dose series; inconclusive means CPE inhibition mostly from about 3.7% at the one dose, without a potency; inactive means the rest, 99 in 100 with CPE inhibition below about 2.2%; further: strong numbers were not always called active
# Salmonella PhoP GFP – inhibitors of PhoP regulon expression, primary screen, Salmonella Typhimurium, GFP reporter (AID 1863) | S. Typhimurium PhoP-regulated promoter GFP reporter, 4 h; higher % means a stronger effect | inhibition, % at 50 µM, or IC50 in µM where a hit was titrated | 0.16% of 300,000 active;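 active means inhibition over 29.93%, a cutoff 3 SD above the screen mean, later confirmed by dose response; inconclusive means inhibition over 29.93% but no dose response follow-up; inactive means inhibition at most 29.93% or unconfirmed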;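 further: 0% = low Mg2+ inducing control and 100% = high Mg2+ repressing control; strong numbers were not always called active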
# WT yeast gro inh – growth inhibition of WT strain, primary screen, mitochondrial fusion inhibitor project, WT and mutant strains, chemical genetic | mitochondrial fusion phenotypic screen | inhibition, % at 10 µM | 2.1% of 190,000 active | AID 1362, 2008; in the data active means inhibition above about 58%; tested in S. cerevisiae
# b-catenin transl – modulators of beta-catenin nuclear translocation, primary screen, imaging, HeLa cells, immunofluorescence, high-content. nuclear translocation activity, % at 5 µM. 0.3% of 190,000 active;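 active means nuclear translocation activity above 50% at 5 µM, with a well cell count of 50 or more; inconclusive means wells under 50 cells across six images, flagged as toxic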;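 further: per-cell ratio of nuclear to cytoplasmic median beta-catenin stain intensity; plate controls were DMSO negative control for no effect and GSK-3 inhibitor IX positive control for full effect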
#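 Test system: human HeLa cells, native beta-catenin. Compound dosing: 5 µM primary single dose, 0.1% DMSO, 0.02–20 µM confirmation series. Incubation: compound exposure 24 h at 37°C. Detection: beta-catenin immunostaining with DAPI counterstain, 20x imaging, 6 fields/well. Read-out basis: Nuclear/cytoplasmic beta-catenin signal ratio, % activation.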
# RSV antiviral HEp-2 – RSV antiviral activity via CPE protection, HEp-2 cells, primary 10 µM value included (AID 2391); HEp-2 cells, RSV-induced CPE inhibition; higher % means a stronger effect; one-dose CPE inhibition, % at 10 µM; IC50 in µM for titrated hits; 0.13% of 310,000 active; in the data active means a potency from the dose series; inconclusive means CPE inhibition mostly from about 23% at the one dose, without a potency; inactive means the rest, 99 in 100 with CPE inhibition below about 21%; further: strong numbers were not always called active
# MgcRacGAP inhibition – MgcRacGAP GTPase-activating activity inhibitors, confirmation, biochemical, ADP Hunter fluorescence. inhibition, % at 30 µM; hits with a dose series show IC50 in µM. MgcRacGAP-stimulated Rac1 GTP hydrolysis, ADP Hunter fluorescence; higher % means a stronger effect; GST-tagged Rac1 F28L mutant substrate. Rac GTPase-activating protein 1 (Homo sapiens). AID 624330, 2012. 0.6% of 340,000 active;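 active means first-screen hits whose inhibition reached a set limit at any dose in the follow-up dose series; inconclusive means inhibition above the set first-screen limit but never retested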;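 further: fluorescence reports GDP produced by GAP-driven GTP hydrolysis; strong numbers were not always called active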
# WT yeast gro inh mutant strain – recorded beside WT yeast gro inh, whose call it bears; inhibition, %; mitochondrial fusion phenotypic screen, mutant strain inhibition
# b-catenin transl cell count 5 µM – recorded beside b-catenin transl, whose call it bears; cell count; measured here: cell count, cytotoxicity flag
# T cell modulator vesicle-bound % – further read-out of T cell modulator, marked with its call; double positive events, %; measured here: CD8+ vesicle-bound cell fraction;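 binding gate set so that unloaded-vesicle control wells show 10% double positive cells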
# Myeloid diff 2 GFP+ MAC1+ % – further read-out of Myeloid diff 2, marked with its call; GFP+ MAC1+ double positive, %; measured here: differentiation confirmed by MAC1 staining
# Active calls of the source: *; i = inactive; ? = inconclusive; . = not tested or not shown. An unsorted share of the library; any-hit rate near 3.6%.
SMILES,Large T inhibition,Myeloid diff 2,Myeloid diff 2 GFP+ MAC1+ %,T cell modulator,T cell modulator vesicle-bound %,West Nile virus CPE,Salmonella PhoP GFP,WT yeast gro inh,WT yeast gro inh mutant strain,b-catenin transl,b-catenin transl cell count 5 µM,RSV antiviral HEp-2,MgcRacGAP inhibition
COc1cc(NC(=O)CCN2CCOCC2)cc(OC)c1,4.7%,i,0.7,i,48.6,0.3%,-3.0%,.,.,.,.,1.4%,9.2%
CC(C(=O)N1CCN(c2ccc([N+](=O)[O-])cc2)CC1)N1C(=O)C2CC=CCC2C1=O (centres undefined),5.0%,i,1.2,i,4.2,-1.2%,-2.8%,-0.8,-0.3,-0.8,949,0.1%,5.9%
Cc1cc(NC(=O)COC(=O)C2CC(=O)N(c3ccc(Br)cc3)C2)no1 (centres undefined),11.2%,i,0.8,i,34.1,1.2%,-2.8%,.,.,.,.,1.0%,6.7%
O=C(NNC(=S)Nc1ccc(F)cc1)c1cccc([N+](=O)[O-])c1,15.4%,i,0.8,i,35.2,0.5%,-4.0%,.,.,-0.9,1138,0.7%,13.4%
O=C(CSc1nc(O)c(Cc2ccccc2)c(=O)[nH]1)Nc1nnc(SCc2ccccc2)s1,5.5%,i,0.3,i,57.1,0.1%,7.5%,0.4,4.2,0.0,1103,1.2%,3.8%
COC(=O)CC1C(=O)NCCN1C(=O)CSc1nnnn1-c1ccc(OC)cc1 (centres undefined),13.9%,i,0.6,i,26.9,0.6%,3.2%,9.4,2.8,-0.5,1074,0.5%,-0.7%
COc1ccc(C(CNC(=O)CCNC(=O)c2ccccc2OC)N2CCCC2)cc1 (centres undefined),10.5%,i,1.5,i,54.2,.,1.8%,.,.,.,.,-2.4%,3.2%
Nc1nc2sc3c(c2c(=O)s1)CCCC3,-6.0%,i,7.2,i,16.4,?,0.3%,35.3,5.8,.,.,1.0%,11.1%
COC(=O)c1ccc(N2C(=O)C3CC=CC(C)C3C2=O)cc1 (centres undefined),9.0%,i,0.2,i,48.5,0.1%,-4.8%,-0.2,9.7,-1.1,1087,0.5%,5.1%
O=C(Nc1ccnn1C1CCN(Cc2cccc(F)c2F)CC1)C1CCCC1,22.7%,i,0.9,i,15.0,-0.8%,-0.8%,.,.,.,.,0.5%,5.6%
Cc1nn(CC#N)c(=O)n1-c1cccc(F)c1,-3.3%,i,0.6,i,49.2,0.1%,0.8%,-5.1,-13.1,-1.0,1214,1.1%,1.8%
CN(C)c1ccc(C(=S)NCc2ccco2)cc1,22.8%,i,0.4,i,50.7,1.4%,-4.5%,11.1,6.5,0.2,955,0.1%,10.5%
COC(=O)CCCCCCCC(=O)Nc1nnc(C(F)(F)F)s1,4.6%,i,0.6,i,30.5,0.2%,6.1%,.,.,5.7,816,.,-5.4%
CC1CN(CCCOc2ccccc2-c2ccccc2)CC(C)O1 (centres undefined),5.9%,i,0.3,i,33.0,0.1%,-4.1%,27.6,35.2,1.3,1508,-0.8%,17.9%
COc1ccc(C(=O)CN2C(=O)NC3(CCc4ccccc43)C2=O)cc1 (centres undefined),2.1%,i,0.8,i,5.3,-0.5%,0.0%,.,.,.,.,2.5%,5.0%
O=[N+]([O-])c1cc(/C=N/N2CCN(C3c4ccccc4-c4ccccc43)CC2)ccc1Cl,-2.2%,i,0.5,i,32.5,0.4%,-8.1%,4.4,0.1,1.7,1415,0.1%,8.0%
CCCCn1c(=O)c(CCC(=O)OC(C)C(=O)Nc2cccc(Cl)c2Cl)nc2ccccc21 (centres undefined),4.5%,i,0.3,i,60.2,-0.8%,-12.2%,12.9,-13.5,0.5,970,3.4%,-2.7%
CCOC(=O)CSc1n[nH]c(NC(=O)c2cccc(C)c2)n1,2.4%,i,4.3,i,14.1,-0.4%,31.5%,-5.5,1.9,.,.,0.5%,5.0%
CC1CN(Cc2cc(=O)oc3cc(O)ccc23)CC(C)O1 (centres undefined),4.9%,i,6.7,i,24.5,0.0%,4.3%,.,.,.,.,0.6%,6.4%
COc1ccc(NCc2nnc(SCC(=O)Nc3cc(C)cc(C)c3)o2)cc1,5.5%,i,0.9,i,42.3,-0.5%,-1.6%,-0.4,-5.4,.,.,1.1%,8.7%
COc1ccccc1NC(=O)C1CCN(c2ncccn2)CC1,15.8%,i,0.7,i,15.1,1.0%,-2.2%,-10.3,-38.6,-1.0,759,1.9%,5.7%
Cc1ccc(CCNS(=O)(=O)c2ccc3c(c2)NC(=O)C(C)C(=O)N3)cc1 (centres undefined),4.7%,i,2.4,i,23.3,-0.3%,.,.,.,.,.,0.6%,-0.9%
O=C(CNc1cccc(Cl)c1)c1ccc(Br)cc1,0.2%,i,0.5,i,50.5,-1.1%,1.3%,.,.,.,.,-0.2%,13.3%
O=C(NCCN1CCOCC1)c1cnn2c1NC(c1cccs1)CC2C(F)(F)F (centres undefined),10.0%,i,0.5,i,51.4,-0.1%,-0.6%,1.6,3.4,-0.8,1169,0.0%,.
O=C(CCNS(=O)(=O)c1ccc2[nH]c(=O)oc2c1)NCc1ccccc1,3.9%,i,0.0,i,33.6,0.0%,3.1%,.,.,.,.,.,4.8%
CCN1CCN(C(c2nnnn2Cc2ccc3c(c2)OCO3)C(C)C)CC1 (centres undefined),1.2%,i,1.2,i,16.1,-0.3%,-9.5%,-3.0,-8.4,-2.9,1158,1.6%,-8.0%
Cc1cc(C)n(/N=C/c2c[nH]c3ccccc23)c(=O)c1,0.7%,i,1.7,i,29.7,-0.5%,3.7%,5.4,-13.5,-3.7,934,0.0%,4.0%
Cc1ccc(S(=O)(=O)N2CCC(C(=O)NNC(=O)c3cccnc3)CC2)cc1,9.7%,i,2.1,i,44.0,0.7%,-2.7%,-5.3,8.9,2.4,1110,1.4%,-4.8%
CCc1ccc(NC(=O)c2cc(Br)ccc2Br)cc1,-0.1%,.,.,i,9.6,-0.4%,2.7%,1.2,-11.2,-0.6,998,-1.5%,.
O=C(NCC1CC1)c1ccc2c(c1)S(=O)(=O)c1cc(Cl)ccc1C2=O,.,i,2.1,i,29.8,.,.,.,.,.,.,1.0%,9.0%

# The list goes on, starting with the last 2 of the part before.
SMILES,Large T inhibition,Myeloid diff 2,Myeloid diff 2 GFP+ MAC1+ %,T cell modulator,T cell modulator vesicle-bound %,West Nile virus CPE,Salmonella PhoP GFP,WT yeast gro inh,WT yeast gro inh mutant strain,b-catenin transl,b-catenin transl cell count 5 µM,RSV antiviral HEp-2,MgcRacGAP inhibition
CCc1ccc(NC(=O)c2cc(Br)ccc2Br)cc1,-0.1%,.,.,i,9.6,-0.4%,2.7%,1.2,-11.2,-0.6,998,-1.5%,.
O=C(NCC1CC1)c1ccc2c(c1)S(=O)(=O)c1cc(Cl)ccc1C2=O,.,i,2.1,i,29.8,.,.,.,.,.,.,1.0%,9.0%
C=CCn1c(-c2ccc3ncccc3c2)n[nH]c1=S,47.7%,i,1.0,i,17.1,0.1%,-0.5%,.,.,-0.6,1247,17.3%,4.3%
O=C(NCc1cccnc1)c1cccc(Cl)c1,3.9%,i,0.7,i,39.8,-0.1%,5.4%,-1.5,3.4,-3.0,1181,1.1%,12.1%
CCOC(=O)C(=O)Nc1ccc([N+](=O)[O-])cc1OC,12.5%,i,0.5,i,49.7,0.1%,-4.9%,-13.7,-18.1,-0.2,543,0.0%,2.1%
COc1cc2c(cc1OC)C(C(=O)N(C)Cc1ccccc1)C(c1cccnc1)N(C)C2=O (centres undefined),4.9%,i,0.3,i,63.8,0.3%,6.2%,-18.2,3.6,-0.8,1116,-1.7%,-2.7%
O=C(NCc1ccccc1)C1CC(=O)N(c2ccc(OCC(=O)N3CCCC3)cc2)C1 (centres undefined),5.8%,i,0.6,i,36.3,0.0%,7.1%,-6.1,-0.8,-1.5,1176,1.3%,2.7%
CCOc1ccc2oc(C(=O)NCC(C)(C)CN(C)C)c(C)c2c1,11.1%,i,0.0,i,16.6,-0.2%,7.0%,-17.4,20.8,0.5,972,-1.9%,-3.4%
Cc1ccc(C)c(SCc2noc(C(=O)NCC3CCCO3)c2C(=O)O)c1 (centres undefined),11.2%,i,1.8,i,49.1,-0.1%,2.4%,4.1,14.9,-0.3,1281,-0.8%,3.2%
C/C(Cl)=C\CNC(C)c1ccccc1 (centres undefined),7.2%,i,0.8,i,57.0,0.4%,1.6%,-11.2,-11.3,0.4,980,0.7%,5.1%
COc1cc(CN2CCC(n3nccc3NC(=O)C3CC3)CC2)cc(OC)c1,8.6%,i,2.0,i,3.5,-0.8%,8.0%,.,.,.,.,0.3%,4.0%
Cc1ccc(-n2c(C)nc3ncnc(-c4ccccc4)c32)cc1,5.2%,i,0.3,i,60.1,-0.7%,-9.2%,-10.3,-5.8,-1.9,566,1.7%,-3.2%
CCOC(=O)c1c[nH]c(=S)n(-c2ccccc2)c1=O,16.7%,i,0.4,i,47.6,.,.,.,.,.,.,1.9%,5.8%
CC(=NCCN1CCN(C(=S)Nc2ccccc2)CC1)C1=C(O)CC(C)(C)CC1=O,3.4%,i,1.0,i,35.4,0.4%,4.3%,-22.5,33.4,0.5,1304,0.3%,1.9%
CC(C)c1ccc(N(CC(=O)NCC2CCCO2)C(=O)Cn2nnc(-c3cccs3)n2)cc1 (centres undefined),5.3%,i,0.6,i,46.2,-1.3%,-4.8%,-0.5,12.2,3.7,948,2.9%,2.3%
CCCCOC(=O)C(C#N)c1nc2ccccc2nc1N1CCOCC1 (centres undefined),1.1%,i,1.1,i,35.1,0.6%,-22.3%,-14.7,10.7,-5.5,1123,3.0%,7.5%
